Bioassay records (PubChem)
hcGAS lum – Primary biochemical luminescence assay for human cyclic GMP-AMP synthase inhibitors; Q8N884; recombinant h-cGAS, ATP depletion, Kinase-Glo luminescence; inhibition, % at 12.5 µM; hit rate 0.081% among 290,000; AID 1259398, 2018;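 further: 0% = vehicle reaction and 100% = reaction without DNA for no activity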
Target sequence (Q8N884 whole entry, looked up): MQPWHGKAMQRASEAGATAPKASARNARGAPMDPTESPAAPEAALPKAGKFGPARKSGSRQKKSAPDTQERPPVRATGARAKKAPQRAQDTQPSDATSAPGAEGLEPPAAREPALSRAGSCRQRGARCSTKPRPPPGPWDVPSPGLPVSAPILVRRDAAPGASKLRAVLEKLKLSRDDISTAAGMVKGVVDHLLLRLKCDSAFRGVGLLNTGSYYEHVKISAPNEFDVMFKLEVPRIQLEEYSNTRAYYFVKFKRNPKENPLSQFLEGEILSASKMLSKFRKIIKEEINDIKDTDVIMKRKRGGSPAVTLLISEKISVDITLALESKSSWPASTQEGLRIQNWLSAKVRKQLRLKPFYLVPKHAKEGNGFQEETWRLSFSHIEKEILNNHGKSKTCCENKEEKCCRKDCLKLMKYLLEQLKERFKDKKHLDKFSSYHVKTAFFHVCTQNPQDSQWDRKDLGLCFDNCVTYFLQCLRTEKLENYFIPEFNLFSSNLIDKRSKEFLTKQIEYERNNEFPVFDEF
mcGAS inh – cyclic GMP-AMP synthase inhibitors, mouse, primary biochemical chemiluminescence | Q8C6L5 | recombinant cGAS, Kinase-Glo ATP depletion luminescence | inhibition, % at 12.5 µM | hit rate 0.15% among 160,000 | AID 1259399, 2018;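 further: 0% = negative control wells and 100% = reference inhibitor with no enzyme activity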
NPYLR7 ag – agonists of mosquito NPYLR7 receptor, primary screen, cell-based, Aedes aegypti, calcium fluorescence, mosquito biting behavior. Aedes aegypti neuropeptide Y-like receptor 7 (NPYLR7). HEK293T NPYLR7/Galpha15, GCaMP6s calcium fluorescence. activation, % at 10 µM. hit rate 0.15% among 270,000; in the data active means activation above about 40%;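 further: 0% = vehicle and 100% = reference agonist at the receptor; some compounds past the cut are filed as inactive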
* = called active by the depositor; & = joins results of further samples. Unless noted, no stated cut-off is given here; in the data, active means inhibition above about 40%; inactive means the rest.

Results for N#CC(C1=NCCCCC1)c1nnc2n1CCCCC2 (stereo not given) ?
hcGAS lum: -4; NPYLR7 ag: 9

Results for NC(=O)c1ccccc1NC(=O)C1CCN(c2ccc(-c3ccc(Cl)cc3)nn2)CC1 ?
hcGAS lum: 2; mcGAS inh: -3; NPYLR7 ag: -8

How did Cc1cc(N2CCC(C)CC2)n2nc(C)c(-c3ccccc3Cl)c2n1 do in these assays?
hcGAS lum: -8; mcGAS inh: -8; NPYLR7 ag: -2

What do the screens show for `CCn1c(=NC(=O)c2cc(C)no2)sc2cc3c(cc21)OCO3`?
hcGAS lum: -2; mcGAS inh: -9; NPYLR7 ag: 9

Results for Cc1nccc(N2CCOCC2c2ccccc2)n1 (stereo not given) ?
hcGAS lum: -10; NPYLR7 ag: -2

Results for CCOC(=O)CN1C(=O)CCN(C(=O)Cc2ccccc2)CC(O)c2ccccc21 (stereo not given) ?
hcGAS lum: -3; mcGAS inh: -6; NPYLR7 ag: 1

What do the screens show for `CC(C)c1c(C(=O)N2CCCC2)cnn1-c1ccc(Cl)c(Cl)c1`?
hcGAS lum: -3; mcGAS inh: -9

What do the screens show for `COc1ccc(-n2c(SCC(=O)NC3CCCC3)nc3c(c2=O)SCC3)cc1OC`?
hcGAS lum: -7; mcGAS inh: -7; NPYLR7 ag: -4

How did O=C(c1cc(-c2ccccc2Cl)nc2cc(-c3ccccc3)nn12)N1CCc2ccccc2C1 do in these assays?
hcGAS lum: -1; mcGAS inh: -5; NPYLR7 ag: 19

Results for CC(C)N1CCC(CNC(=O)c2ccc(C#CC(C)(C)O)cc2)C1 (stereo not given) ?
hcGAS lum: -6; mcGAS inh: -10; NPYLR7 ag: 19

How did Cc1ccc(Nc2ncccc2C(=O)O)cc1C do in these assays?
hcGAS lum: 2; NPYLR7 ag: -22

How did O=C(c1ccc(CN2CCC(Cc3ccccc3)CC2)cc1)N1C2CCC1CC(Oc1cccc(C(F)(F)F)c1)C2 (stereo not given) do in these assays?
hcGAS lum: -3; mcGAS inh: -7; NPYLR7 ag: 20

Part of the list above in order of count of non-hydrogen atoms, low to high.
How did Cc1ccc(Nc2ncccc2C(=O)O)cc1C do in these assays?
hcGAS lum: 2; NPYLR7 ag: -22

Results for Cc1nccc(N2CCOCC2c2ccccc2)n1 (stereo not given) ?
hcGAS lum: -10; NPYLR7 ag: -2

Results for N#CC(C1=NCCCCC1)c1nnc2n1CCCCC2 (stereo not given) ?
hcGAS lum: -4; NPYLR7 ag: 9

What do the screens show for `CCn1c(=NC(=O)c2cc(C)no2)sc2cc3c(cc21)OCO3`?
hcGAS lum: -2; mcGAS inh: -9; NPYLR7 ag: 9

Results for CC(C)N1CCC(CNC(=O)c2ccc(C#CC(C)(C)O)cc2)C1 (stereo not given) ?
hcGAS lum: -6; mcGAS inh: -10; NPYLR7 ag: 19

Results for CCOC(=O)CN1C(=O)CCN(C(=O)Cc2ccccc2)CC(O)c2ccccc21 (stereo not given) ?
hcGAS lum: -3; mcGAS inh: -6; NPYLR7 ag: 1

Results for NC(=O)c1ccccc1NC(=O)C1CCN(c2ccc(-c3ccc(Cl)cc3)nn2)CC1 ?
hcGAS lum: 2; mcGAS inh: -3; NPYLR7 ag: -8

How did O=C(c1cc(-c2ccccc2Cl)nc2cc(-c3ccccc3)nn12)N1CCc2ccccc2C1 do in these assays?
hcGAS lum: -1; mcGAS inh: -5; NPYLR7 ag: 19

How did O=C(c1ccc(CN2CCC(Cc3ccccc3)CC2)cc1)N1C2CCC1CC(Oc1cccc(C(F)(F)F)c1)C2 (stereo not given) do in these assays?
hcGAS lum: -3; mcGAS inh: -7; NPYLR7 ag: 20

Additional results.
How did CCn1cc(C2OCCC2CNC2CC(C)OC2=O)cn1 (stereo not given) do in these assays?
hcGAS lum: -11; NPYLR7 ag: 0

How did COc1cc(NC(=O)NCCS(=O)(=O)c2c(C)n(C)c3ccccc23)cc(OC)c1 do in these assays?
hcGAS lum: 14; NPYLR7 ag: 2

Results for Cc1sc(NC(=O)c2cccc(N3CCCC3=O)c2)nc1-c1ccc(F)c(F)c1 ?
hcGAS lum: -7; mcGAS inh: -8; NPYLR7 ag: -3

Results for CN(Cc1cccc2cccnc12)c1ncnc2nc[nH]c12 ?
hcGAS lum: -3; NPYLR7 ag: 3

What do the screens show for `Cc1csc(NC(=O)CN(C)C(C)c2ccc(C)s2)n1` (stereo not given)?
hcGAS lum: -8; mcGAS inh: -7; NPYLR7 ag: 6

What do the screens show for `CC(=O)c1cc(C(=O)OCC(=O)Nc2ccc(Cl)cc2)c2ccccn12`?
hcGAS lum: 2; mcGAS inh: 0; NPYLR7 ag: -2

What do the screens show for `OC(CC1CCC1)(CC1CCC1)c1ccc(CN(Cc2ccco2)Cc2ccco2)o1`?
hcGAS lum: -2; mcGAS inh: 0; NPYLR7 ag: -8

How did CN(C)c1ccc(C(=O)N2CCN(c3ccc(NC(=O)c4ccc(F)cc4)cn3)CC2)cc1 do in these assays?
hcGAS lum: -7; mcGAS inh: -5; NPYLR7 ag: 18

How did CS(=O)(=O)c1ccc2nc(N(Cc3cccnc3)C(=O)c3ccc4ccccc4c3)sc2c1 do in these assays?
hcGAS lum: -1; mcGAS inh: -10; NPYLR7 ag: -11

Results for O=C(NC1CCCN(Cc2ccccc2F)C1)c1cccs1 (stereo not given) ?
hcGAS lum: -4; NPYLR7 ag: 1

Results for CCC(O)CN(Cc1ccccc1)Cc1ccccc1C (stereo not given) ?
hcGAS lum: -3; mcGAS inh: -6; NPYLR7 ag: 7

How did CCCn1ncc(C(=O)NCc2cn3c(n2)SCC3)c1C do in these assays?
hcGAS lum: -5; mcGAS inh: -16; NPYLR7 ag: 19

How did CC(C)(C)C1OCCCC1CNC(=O)c1ccc(C(N)=O)cc1 (stereo not given) do in these assays?
hcGAS lum: 3; NPYLR7 ag: 3

How did c1nc(N2CCOCC2)c2cn[nH]c2n1 do in these assays?
hcGAS lum: 1; NPYLR7 ag: 18

What do the screens show for `CCOC(=O)C1(Cc2ccccc2C)CCCN(C(=O)CCc2cnccn2)C1` (stereo not given)?
hcGAS lum: -8&-4; NPYLR7 ag: 3&2

What do the screens show for `CCC(C)N(CC(=O)N(Cc1cccn1Cc1ccc(Br)cc1)C1CCCCC1)C(=O)CCc1ccccc1` (stereo not given)?
hcGAS lum: 1; mcGAS inh: -4; NPYLR7 ag: -3

What do the screens show for `COCCN(CC(=O)N(CCc1c[nH]c2ccccc12)Cc1ccccc1OC)C(=O)COc1ccc(Cl)cc1`?
hcGAS lum: -2; mcGAS inh: -8

What do the screens show for `O[C@@H]1C[C@@H]2CO[C@@H](c3ccccc3)C[C@@]2(O)[C@H]1N1CCOCC1`?
hcGAS lum: -6; mcGAS inh: -9; NPYLR7 ag: -3

What do the screens show for `N#CC1C(=N)SC2C(=O)N(c3ccc(F)cc3)C(=O)C2C1c1ccco1` (stereo not given)?
hcGAS lum: -3&4; NPYLR7 ag: -3&11

Results for Cn1cc(-c2ccc3c(c2)COCC(=O)N3CC2CCCCC2)cn1 ?
hcGAS lum: 4; NPYLR7 ag: -3

What do the screens show for `CC1=NC2=C(C(=O)CC(c3ccccc3)C2)C(c2cccc(F)c2)C1C#N` (stereo not given)?
hcGAS lum: 8; mcGAS inh: -4; NPYLR7 ag: 9

Results for COc1ccc2c(c1)CCc1c-2noc1-c1ccc(C)c(NC(=O)[C@H](C)OC(C)=O)c1 ?
hcGAS lum: -4; mcGAS inh: -5; NPYLR7 ag: 6

What do the screens show for `CCC(CC)C(=O)Nc1c(OC(=O)N(CC)CC)ccc2c1ccn2Cc1cccc(F)c1`?
hcGAS lum: -4; mcGAS inh: -5; NPYLR7 ag: -8

How did CCOc1ccc(-c2nc(Cn3ccn4nc(-c5ccc(C)cc5)cc4c3=O)c(C)o2)cc1OC do in these assays?
hcGAS lum: -2; mcGAS inh: -2; NPYLR7 ag: -4

How did Cc1cccc([N+](=O)[O-])c1N=Nc1c(C)[nH]n(-c2nc(-c3ccc(Cl)cc3)cs2)c1=O do in these assays?
hcGAS lum: -2; mcGAS inh: -6; NPYLR7 ag: 1

How did O=c1[nH]c2ccc(Cl)cc2c(-c2ccccc2)c1Sc1nc2ccccc2[nH]1 do in these assays?
hcGAS lum: -4; mcGAS inh: -6; NPYLR7 ag: -3

How did CCN(CC(=O)N1CCNC1=O)Cc1ccc(Br)s1 do in these assays?
hcGAS lum: 10; NPYLR7 ag: 1

Results for O=C(NCCc1cn[nH]c1)c1cc(Cl)ccc1OC1CCN(C2CCCC2)CC1 ?
hcGAS lum: 2; mcGAS inh: -1; NPYLR7 ag: -4

Results for CC(NC(=O)CN1C(=O)NC(C)(c2cccc(Br)c2)C1=O)c1cccc(Cl)c1 (stereo not given) ?
hcGAS lum: -5; mcGAS inh: -6; NPYLR7 ag: 5

Results for O=C(c1cc2nc(-c3cccs3)cc(C(F)(F)F)n2n1)N1CCN(C(c2ccccc2)c2ccccc2)CC1 ?
hcGAS lum: -2; mcGAS inh: -4; NPYLR7 ag: -4

Results for CCOC(=O)C1=C(c2ccccc2)Nc2ncnn2C1c1ccc(OC)cc1 (stereo not given) ?
hcGAS lum: -12; mcGAS inh: -6; NPYLR7 ag: 3

What do the screens show for `CCN(Cc1nccn1C)C(=O)c1ccc(-c2cc3ccccc3o2)nc1`?
hcGAS lum: 3; NPYLR7 ag: -2

What do the screens show for `O=C1c2ccc(Br)cc2C(=O)N1CNc1ccc(F)cc1`?
hcGAS lum: -3; mcGAS inh: -6; NPYLR7 ag: -2

How did Cc1ccc2cc(CCNC(=O)c3cccc4ccccc34)c(=O)[nH]c2c1 do in these assays?
hcGAS lum: -2; mcGAS inh: -7; NPYLR7 ag: -1

How did Cc1nn(C(C)c2nn3c(C4CC4)nnc3s2)cc1Br (stereo not given) do in these assays?
hcGAS lum: -1; mcGAS inh: -6; NPYLR7 ag: 0

How did COc1ccccc1C1C(C(=O)OC(C)C)=C(C)NC2=C1C(=O)CCC2 (stereo not given) do in these assays?
hcGAS lum: -2; mcGAS inh: -5; NPYLR7 ag: 4

Results for CCCCCn1c(=O)c2c(nc3n2CC(C)CN3Cc2ccccc2)n(C)c1=O (stereo not given) ?
hcGAS lum: -4; mcGAS inh: -6; NPYLR7 ag: 4

Results for Cc1ccc(S(=O)(=O)NC(=O)C2(C)CCN2C(=O)c2cc(C)n(C)n2)nc1 (stereo not given) ?
hcGAS lum: -9; NPYLR7 ag: 0

How did CCCC(CCC)SCCS(N)(=O)=O do in these assays?
hcGAS lum: -8; mcGAS inh: -16; NPYLR7 ag: 0

What do the screens show for `COc1cc2c(cc1OC)C(C(C)NC(=O)c1ccccc1Cl)N(Cc1ccc(F)cc1)CC2` (stereo not given)?
hcGAS lum: -4; mcGAS inh: -6; NPYLR7 ag: -8

What do the screens show for `CCN1CCN(c2nc(N3CCCC(C)C3)nc(N)c2[N+](=O)[O-])CC1` (stereo not given)?
hcGAS lum: -6; mcGAS inh: -9; NPYLR7 ag: 6

Results for COCCC(=O)N(Cc1ccco1)C(C)C(C)C (stereo not given) ?
hcGAS lum: 26; NPYLR7 ag: 8

How did CN(CC1CCOCC1)C(=O)NC1CCCCC1 do in these assays?
hcGAS lum: -6; mcGAS inh: -5

What do the screens show for `COc1cccc(C(C#N)N2CCCCC2)c1O` (stereo not given)?
hcGAS lum: -5; mcGAS inh: -5; NPYLR7 ag: 2

Results for COc1ccc(OC)c(N2CCN(Cc3c(F)cccc3F)C(C)C2=O)c1 (stereo not given) ?
hcGAS lum: -4; NPYLR7 ag: 0

What do the screens show for `CCNCc1cccc(-n2cnc3ccccc32)n1`?
hcGAS lum: 2; NPYLR7 ag: -1

What do the screens show for `C=CCN(CC(=O)N1CCc2sccc2C1COc1ccccc1OC)C(=O)C1CCCC1` (stereo not given)?
hcGAS lum: -6; mcGAS inh: -2; NPYLR7 ag: -5

What do the screens show for `CC1=CCCC(C)(C)C1C=CC(C)=NNC(=S)Nc1cccnc1` (stereo not given)?
hcGAS lum: 9; mcGAS inh: 2; NPYLR7 ag: 6

Results for CC(=O)NC1CCC(NC(=O)[C@H]2CCCN2C(=O)C(c2ccccc2)c2ccccc2)CC1 (stereo not given in full) ?
hcGAS lum: 3; mcGAS inh: -1; NPYLR7 ag: 0

What do the screens show for `CCCCc1ncc(CN2CCN(Cc3ccc(OCC)cc3)C(CCO)C2)[nH]1` (stereo not given)?
hcGAS lum: -3; mcGAS inh: -9; NPYLR7 ag: 0

Results for CCOc1ccccc1-n1nnc(C(=O)Nc2nccs2)c1C ?
hcGAS lum: -3; mcGAS inh: -7; NPYLR7 ag: -2

Results for O=C(OCc1cc(-c2ccc(F)cc2F)on1)C1CCCC1 ?
hcGAS lum: -6; NPYLR7 ag: -1

What do the screens show for `Cc1onc(-c2c(F)cccc2Cl)c1C(=O)N1CCC(n2nc(-c3ccccc3)cc2-c2ccccc2)CC1`?
hcGAS lum: -1; mcGAS inh: -4; NPYLR7 ag: 5

How did CC(C)(C)CN(CCO)Cc1ncc(C(C)(C)C)o1 do in these assays?
hcGAS lum: -7; NPYLR7 ag: 6

How did CCOc1ccc(C(=O)NCc2csc(C)n2)o1 do in these assays?
hcGAS lum: -8; mcGAS inh: -12; NPYLR7 ag: -3

Results for CC(C)OCc1ccc(C(=O)Nc2cccc(-c3nn[nH]n3)c2)cc1 ?
hcGAS lum: -5; mcGAS inh: -7; NPYLR7 ag: 0

Results for O=C(N1CCOCC1)C12CCC3CC(CC(C3)C1)C2 ?
hcGAS lum: -9; NPYLR7 ag: 12

What do the screens show for `CCOCCCN(CC(=O)N(Cc1cccn1Cc1ccccc1)C1CCCCC1)C(=O)Nc1ccccc1OC`?
hcGAS lum: -12; mcGAS inh: -5
